Source: PubChem BioAssay (several laboratories)
T cell modulator – T cell immune modulation candidate | 330,000 tested, 0.068% active | calls only at 7 µM | 2C CD8+ T cell-vesicle binding, flow cytometry; stronger effect = lower value;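 active means response, share of CD8 T cells binding vesicles, and their 90th percentile fluorescence all below set limits, cut at about 80% in these data, passing the limit was not always enough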
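Material: 2C TCR transgenic mouse naive CD8+ T cells, MACS-purified. Also added: QL9-charged Drosophila Ld/ICAM-1/B7-1 vesicles. Timing: binding 1.5 h at 37 °C. Measured by: high-throughput flow cytometry with anti-B7-1 and anti-CD8 staining. Read-out: percent CD8+ FL2 mean versus row control. Controls: Unloaded micro-vesicles (low), QL9 vesicles with 0.7% DMSO (high).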
Dynein transport – blocks dynein driven cargo transport along microtubules | 3617.4 mouse cells, GR-EGFP nuclear translocation imaging; test concentration mostly 20 µM; stimulated with dexamethasone, 1 µM; stronger effect = lower value | z-score, hits read low | 220,000 tested, 0.47% active | AID 1381;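 active means plate z-score of nuclear minus cytoplasmic receptor signal below a set negative limit, without overly bright fluorescence or cell loss, cut at about -3.5 in these data, passing the limit was not always enough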;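 further: z-score of nuclear minus cytoplasmic ring GR-EGFP intensity difference per well; some compounds called inactive have numbers as strong as hits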
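Also added: dexamethasone, 1.0 µM final. Medium: tet-free, stripped-serum medium. Detection: fixed, Hoechst-stained cells imaged at 10x for EGFP. Read-out: nuclear-to-cytoplasmic GR-EGFP distribution per well. Times: induction 48 h, compound 1 h, agonist 30 min.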
PhoP inhibition – PhoP-dependent GFP reporter repression – Salmonella Typhimurium, primary screen (AID 1863); S. Typhimurium PhoP-regulated promoter GFP reporter, 4 h; higher % means a stronger effect; inhibition, % at 50 µM, or IC50 in µM where a hit was titrated; 300,000 tested, 0.16% active;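 active means inhibition over 29.93%, a cutoff 3 SD above the screen mean, later confirmed by dose response; inconclusive means inhibition over 29.93% but no dose response follow-up; inactive means inhibition at most 29.93% or unconfirmed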;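 further: 0% = low Mg2+ inducing control and 100% = high Mg2+ repressing control; strong numbers were not always called active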
MT stabilizer – microtubule stabilization, imaging screen. HeLa tubulin immunostaining HCS, 24 h; share of cells brighter than vehicle mean+2SD. % tubulin-high responders, % at 10 µM. 200,000 tested, 0.83% active;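 active means plate Z-score above 3 for both tubulin-high and condensed-nucleus cell shares, with cell loss under 80%, at 10 µM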;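 further: anti alpha tubulin signal scored within the nucleus-defined area of each cell; some results filed as inactive read as strong as hits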
Ins promoter up – MIN6 insulin promoter up-regulation; MIN6 insulin promoter-GFP reporter, high-content imaging; stronger effect = higher value; z-score at 5 µM; 190,000 tested, 0.3% active; AID 1625;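 active means z-score above 3 at 5 µM with at least 500 cells counted in the well; inconclusive means wells under 500 cells, flagged as cytotoxic or low count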
ER stress rescue – rescue of cells from ER stress-induced death, primary screen, 384-well, CSM14.1, thapsigargin, ATP luminescence (AID 1222); CSM14.1 thapsigargin-induced death rescue, ATP luminescence; higher % means a stronger effect; cellular ATP content (survival), % at 20 µM; hits with a dose series show EC50 in µM; 190,000 tested, under 10 active;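 active means EC50 below 50 µM in the dose-response confirmation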;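 further: death triggered by thapsigargin at about 15 µM added after 2 h compound pretreatment; cell ATP read after overnight thapsigargin exposure of roughly 18 to 22 hours; normalized against plate controls of thapsigargin alone and 5% DMSO vehicle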
b-catenin transl – beta-catenin nuclear translocation modulation; 190,000 tested, 0.3% active; HeLa beta-catenin nuclear translocation, immunofluorescence imaging; nuclear translocation activity, % at 5 µM;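 active means nuclear translocation activity above 50% at 5 µM, with a well cell count of 50 or more; inconclusive means wells under 50 cells across six images, flagged as toxic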;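 further: per-cell ratio of nuclear to cytoplasmic median beta-catenin stain intensity; plate controls were DMSO negative control for no effect and GSK-3 inhibitor IX positive control for full effect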
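System: HeLa cells, endogenous beta-catenin; compound dosing: 5 µM primary single dose, 0.1% DMSO, 0.02–20 µM confirmation series; incubation: 24 h compound exposure at 37°C, 5% CO2; signal: beta-catenin immunofluorescence imaging with DAPI; evaluation: % activation, nuclear-to-cytoplasmic median beta-catenin signal ratio per cell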
Hep lipid drop – hepatic lipid droplet formation modulation; AML12 mouse hepatocytes, oleate lipid droplets, BODIPY imaging; inhibition, % at 6.5 µM; 240,000 tested, 0.4% active; AID 1656;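 active means lipid droplet intensity inhibited by at least 50%, with more than 500 cells counted; inconclusive means wells with under 300 cells, treated as cytotoxic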
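Assay system: AML12 hepatocytes (mouse); Probe or stimulus: oleic acid at 100 µM to induce lipid droplet formation; Dosing: compound at 6.5 µM only; Schedule: compound with oleate, overnight; Detection: fluorescence imaging, 20x objective, two fields per well; Measure: % inhibition of lipid droplet signal.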
Autophagy HCS – alters autophagy in cells. MEF GFP-LC3 puncta imaging; test concentration mostly 10 µM. calls only at 10 µM (by protocol). 190,000 tested, 0.98% active. AID 463193;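 active means percentage of spot-positive cells more than 3 SD above its plate mean, without a fluorescence outlier flag or 80% toxicity; inconclusive means no clear call, values can overlap the other calls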;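 further: spot-positive cell cutoff set from DMSO-treated cells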
Dynein transport cytoplasmic EGFP – also measured in Dynein transport; calls as there; z-score; measured here: cytoplasmic GR-EGFP intensity; stronger effect = higher value
Dynein transport nuclear GR-EGFP – also measured in Dynein transport; calls as there; z-score; measured here: nuclear GR-EGFP intensity;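 lower value marks the stronger effect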
Dynein transport cell count – recorded beside Dynein transport, whose call it bears; z-score; measured here: cell count per field
Ins promoter up cell count – recorded beside Ins promoter up, whose call it bears; cell count; measured here: cytotoxicity, nuclei count;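 total cells summed across four imaged fields per well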
Hep lipid drop cells 6.5 µM – further read-out of Hep lipid drop, marked with its call; cell count; measured here: cell count, cytotoxicity flag;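 cells counted across two imaged fields per well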
b-catenin transl cell count 5 µM – further read-out of b-catenin transl, marked with its call; cell count; measured here: cell count, cytotoxicity flag
T cell modulator vesicle-bound % – further read-out of T cell modulator, marked with its call; double positive events, %; measured here: CD8+ vesicle-bound cell fraction;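 binding gate set so that unloaded-vesicle control wells show 10% double positive cells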
MT stabilizer Hoechst-high % – second read-out of MT stabilizer, no call of its own (marks repeat the call); % Hoechst-high responders; measured here: nuclear condensation Hoechst responders;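 share of cells brighter than vehicle mean plus two SD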
MT stabilizer cytotoxicity % – also measured in MT stabilizer; calls as there; toxicity, %; measured here: cytotoxicity by cell density;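 0% = mean cell density of plate MIN control wells and 100% = no cells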
Autophagy HCS cell loss 18 h – further read-out of Autophagy HCS, marked with its call; toxicity, %; measured here: cell loss, nuclei count;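 cell loss after 18 h compound exposure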
Numbers without * were called inactive.

COC(=O)c1cc2ccsc2n1Cc1nc(-c2ccc(OC)cc2)oc1C was read as T cell modulator inactive, Dynein transport 0.0316, PhoP inhibition -1.7%, MT stabilizer 2.9, Ins promoter up 0.29, Hep lipid drop -31.3, Autophagy HCS inactive, Dynein transport cytoplasmic EGFP -0.268, Dynein transport nuclear GR-EGFP -0.0497, Dynein transport cell count -0.137, Ins promoter up cell count 1194, Hep lipid drop cells 6.5 µM 666, T cell modulator vesicle-bound % 7.3, MT stabilizer Hoechst-high % 1.4, MT stabilizer cytotoxicity % 7.8 and Autophagy HCS cell loss 18 h 0.4.
`CCc1ccc(C(=O)OCC(=O)c2c(N)n(CC(C)C)c(=O)n(C)c2=O)cc1` gave T cell modulator inactive, Dynein transport -0.627, PhoP inhibition 9.7%, MT stabilizer 2.0, Ins promoter up -1.33, ER stress rescue -1.0%, b-catenin transl 5.9, Hep lipid drop -2.2, Autophagy HCS inactive, Dynein transport cytoplasmic EGFP -0.175, Dynein transport nuclear GR-EGFP -0.426, Dynein transport cell count -0.234, Ins promoter up cell count 778, Hep lipid drop cells 6.5 µM 670, b-catenin transl cell count 5 µM 1060, T cell modulator vesicle-bound % 47.5, MT stabilizer Hoechst-high % 2.5, MT stabilizer cytotoxicity % 5.7 and Autophagy HCS cell loss 18 h 1.8.
Screening Nc1nonc1C(=O)NCCNCc1cc(Br)ccc1OCc1ccccc1F returned T cell modulator inactive, Dynein transport 1.75, PhoP inhibition 18.2%, MT stabilizer 4.3, Ins promoter up inconclusive, Hep lipid drop -75.0, Autophagy HCS inactive, Dynein transport cytoplasmic EGFP 0.0266, Dynein transport nuclear GR-EGFP 1.02, Dynein transport cell count 0.178, Hep lipid drop cells 6.5 µM 607, T cell modulator vesicle-bound % 25.4, MT stabilizer Hoechst-high % 2.3, MT stabilizer cytotoxicity % 5.9 and Autophagy HCS cell loss 18 h 5.9.
For COc1ccc(-c2noc(Cc3ccccc3OC)n2)cc1 the results were T cell modulator inactive, Dynein transport 0.374, PhoP inhibition -7.5%, MT stabilizer 4.1, Ins promoter up -0.25, ER stress rescue -0.3%, b-catenin transl 1.0, Autophagy HCS inactive, Dynein transport cytoplasmic EGFP -0.206, Dynein transport nuclear GR-EGFP 0.311, Dynein transport cell count -0.529, Ins promoter up cell count 1046, b-catenin transl cell count 5 µM 1157, T cell modulator vesicle-bound % 24.4, MT stabilizer Hoechst-high % 3.4, MT stabilizer cytotoxicity % 4.7 and Autophagy HCS cell loss 18 h 8.6.
`CN(C)/C=C/c1onc(-c2c(F)cccc2Cl)c1C#N` gave T cell modulator inactive, Dynein transport -1.22, PhoP inhibition -2.9%, MT stabilizer 3.5, Ins promoter up -0.24, ER stress rescue 1.0%, b-catenin transl -1.1, Hep lipid drop -13.4, Autophagy HCS inactive, Dynein transport cytoplasmic EGFP -0.207, Dynein transport nuclear GR-EGFP -0.488, Dynein transport cell count 1.36, Ins promoter up cell count 1105, Hep lipid drop cells 6.5 µM 678, b-catenin transl cell count 5 µM 1121, T cell modulator vesicle-bound % 32.1, MT stabilizer Hoechst-high % 2.8, MT stabilizer cytotoxicity % 8.2 and Autophagy HCS cell loss 18 h 31.5.
CC(C)=CCCC(C)NC(=O)NC1CCCCC1 (stereo unspecified) was read as T cell modulator inactive, Dynein transport -0.142, PhoP inhibition 2.2%, MT stabilizer 2.0, Ins promoter up 0.32, ER stress rescue 0.9%, b-catenin transl 2.4, Hep lipid drop 2.4, Autophagy HCS inactive, Dynein transport cytoplasmic EGFP -0.221, Dynein transport nuclear GR-EGFP -0.713, Dynein transport cell count -0.407, Ins promoter up cell count 1069, Hep lipid drop cells 6.5 µM 728, b-catenin transl cell count 5 µM 1044, T cell modulator vesicle-bound % 18.1, MT stabilizer Hoechst-high % 1.4, MT stabilizer cytotoxicity % 11.5 and Autophagy HCS cell loss 18 h 1.9.
CSc1n[nH]c(NCc2ccc(C)cc2)n1 was read as T cell modulator inactive, Dynein transport 0.222, PhoP inhibition -2.7%, MT stabilizer 2.5, ER stress rescue -1.7%, b-catenin transl -2.6, Hep lipid drop -10.4, Autophagy HCS inactive, Dynein transport cytoplasmic EGFP 0.169, Dynein transport nuclear GR-EGFP 0.647, Dynein transport cell count -0.431, Hep lipid drop cells 6.5 µM 661, b-catenin transl cell count 5 µM 537, T cell modulator vesicle-bound % 13.5, MT stabilizer Hoechst-high % 2.3, MT stabilizer cytotoxicity % 6.9 and Autophagy HCS cell loss 18 h -5.3.
Screening O=C1C2CCCN2C(=O)N1CCCCN1CCN(CCO)CC1 (stereo unspecified) returned T cell modulator inactive, Dynein transport -0.439, PhoP inhibition -1.8%, MT stabilizer 4.6, Ins promoter up -1.95, ER stress rescue -1.2%, b-catenin transl 4.8, Hep lipid drop -15.1, Autophagy HCS inactive, Dynein transport cytoplasmic EGFP -0.271, Dynein transport nuclear GR-EGFP -0.593, Dynein transport cell count 0.143, Ins promoter up cell count 532, Hep lipid drop cells 6.5 µM 709, b-catenin transl cell count 5 µM 491, T cell modulator vesicle-bound % 2.6, MT stabilizer Hoechst-high % 2.9, MT stabilizer cytotoxicity % 7.3 and Autophagy HCS cell loss 18 h 3.3.
For O=C(Nc1ccccc1C(F)(F)F)c1ccccc1Br the results were T cell modulator inactive, Dynein transport -0.293, PhoP inhibition -8.0%, Ins promoter up 0.24, ER stress rescue -5.6%, b-catenin transl -1.7, Hep lipid drop 13.5, Autophagy HCS inactive, Dynein transport cytoplasmic EGFP 0.229, Dynein transport nuclear GR-EGFP 0.221, Dynein transport cell count 0.0175, Ins promoter up cell count 1245, Hep lipid drop cells 6.5 µM 737, b-catenin transl cell count 5 µM 1096, T cell modulator vesicle-bound % 39.9 and Autophagy HCS cell loss 18 h -17.4.
Cc1ccc(NC(=O)CN2C(=O)S/C(=C/c3ccc(O)c([N+](=O)[O-])c3)C2=O)cc1C was read as Dynein transport 1.77, PhoP inhibition -2.7%, MT stabilizer 1.8, Ins promoter up -0.07, ER stress rescue 12.3%, b-catenin transl 3.1, Hep lipid drop 7.1, Autophagy HCS inactive, Dynein transport cytoplasmic EGFP -0.296, Dynein transport nuclear GR-EGFP 0.966, Dynein transport cell count -0.481, Ins promoter up cell count 1544, Hep lipid drop cells 6.5 µM 715, b-catenin transl cell count 5 µM 1017, MT stabilizer Hoechst-high % 1.7, MT stabilizer cytotoxicity % 10.5 and Autophagy HCS cell loss 18 h -4.7.
For FC(F)(F)c1cc(-c2cccs2)n[nH]1 the results were T cell modulator inactive, Dynein transport 2.4, PhoP inhibition 18.1%, MT stabilizer 1.5, ER stress rescue -2.9%, b-catenin transl 1.5, Hep lipid drop 15.8, Autophagy HCS inactive, Dynein transport cytoplasmic EGFP 0.18, Dynein transport nuclear GR-EGFP 1.47, Dynein transport cell count -1.54, Hep lipid drop cells 6.5 µM 800, b-catenin transl cell count 5 µM 1201, T cell modulator vesicle-bound % 30.0, MT stabilizer Hoechst-high % 1.2, MT stabilizer cytotoxicity % 4.1 and Autophagy HCS cell loss 18 h 0.3.
Screening Fc1cccc(Cl)c1CSc1nnc2ccccn12 returned T cell modulator inactive, Dynein transport 1.41, PhoP inhibition -5.1%, MT stabilizer 4.9, Ins promoter up 1.47, ER stress rescue -1.0%, b-catenin transl -0.9, Hep lipid drop 3.0, Autophagy HCS inactive, Dynein transport cytoplasmic EGFP -0.0868, Dynein transport nuclear GR-EGFP 1.25, Dynein transport cell count -0.385, Ins promoter up cell count 1377, Hep lipid drop cells 6.5 µM 718, b-catenin transl cell count 5 µM 997, T cell modulator vesicle-bound % 47.6, MT stabilizer Hoechst-high % 3.6, MT stabilizer cytotoxicity % 5.1 and Autophagy HCS cell loss 18 h 7.3.
For Cc1nn(Cc2ccccc2Cl)c2sc(C(=O)Nc3ccccc3N3CCOCC3)cc12 the results were T cell modulator inactive, Dynein transport 0.00578, PhoP inhibition -8.4%, MT stabilizer 10.8, Ins promoter up 1.13, ER stress rescue -1.2%, b-catenin transl 5.0, Hep lipid drop 2.4, Autophagy HCS inactive, Dynein transport cytoplasmic EGFP -0.233, Dynein transport nuclear GR-EGFP -0.00236, Dynein transport cell count 0.71, Ins promoter up cell count 1391, Hep lipid drop cells 6.5 µM 642, b-catenin transl cell count 5 µM 527, T cell modulator vesicle-bound % 35.3, MT stabilizer Hoechst-high % 25.5, MT stabilizer cytotoxicity % 44.6 and Autophagy HCS cell loss 18 h 2.4.
